EPAC2 ag = qHTS for Agonist of cAMP-regulated guanine nucleotide exchange factor 4 (EPAC2): primary screen; Rap guanine nucleotide exchange factor 4 (Homo sapiens), Q8WZA2; EPAC2 activation, biochemical qHTS; response scale: 100% = 6.5 mM cAMP response; Potency, µM (highest dose often 154 µM), for inactives: top-dose activation, actives largely listed as activators; 0.079% of 360,000 active; AID 720711, 2013; note: potency is the fitted concentration of half-maximal effect; nearly all actives have a fitted effect of over 50% in size
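qHTS, titration series. 100 nM EPAC2 / 250 nM Rap1B-BODIPY-GDP / 50 uM GDP; RT; ex 480/em 540 nm, 5-min reads to 30 min. Norm. to 6.5 mM cAMP = activation.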
DRD3 agonist = qHTS of D3 Dopamine Receptor Agonist: qHTS; max activation, %; D(3) dopamine receptor (Homo sapiens), P35462; AID 652048, 2013; D3R DiscoveRx beta-arrestin cells, luminescence, 90 min; 0.58% of 410,000 active; in the data active = max activation above about 30%; note: 0% is about no effect; mostly tested at two doses, the higher about 12 µM
Target sequence (P35462 whole entry, looked up): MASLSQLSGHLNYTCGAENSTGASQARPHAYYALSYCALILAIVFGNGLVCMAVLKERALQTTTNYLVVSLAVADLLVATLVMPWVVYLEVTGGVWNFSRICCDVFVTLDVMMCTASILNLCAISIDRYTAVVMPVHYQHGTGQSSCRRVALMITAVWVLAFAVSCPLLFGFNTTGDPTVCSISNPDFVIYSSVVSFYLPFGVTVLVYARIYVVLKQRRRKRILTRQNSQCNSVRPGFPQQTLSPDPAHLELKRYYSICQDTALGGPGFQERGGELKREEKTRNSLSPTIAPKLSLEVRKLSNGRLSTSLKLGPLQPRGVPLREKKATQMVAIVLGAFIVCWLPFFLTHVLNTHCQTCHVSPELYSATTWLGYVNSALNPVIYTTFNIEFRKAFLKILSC
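Agonist-mode cell screen: cells plated at 1500/well and incubated overnight at 37 °C, then exposed to library compounds for 90 min at 37 °C. Detection reagent was added for 30–60 min at room temperature, and luminescence was read.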
EPAC2 antagonist = qHTS for Antagonist of cAMP-regulated guanine nucleotide exchange factor 2 (EPAC2): primary screen | Potency, µM (series often up to 114 µM), for the others: top-dose activity, negative = inhibition, most hits filed as inhibitors | EPAC2 GEF exchange of Rap1B-BODIPY-GDP, fluorescence | Rap guanine nucleotide exchange factor 4 (Homo sapiens), Q8WZA2 | AID 720708, 2013 | 0.18% of 360,000 active; note: potency is the fitted concentration of half-maximal effect; % is set by controls: 0 for no effect and ±100 for the full control effect; nearly all actives have a fitted effect of over 45% in size; many of its hits are not listed in these tables
aSyn yeast inh = qHTS of alpha-syn Inhibitors; Yeast expressing alpha-synuclein, growth rescue, BacTiter-Glo, 24 h; Potency, µM (highest dose often 46.1 µM), inactives show at the highest dose growth rescue (activation), most hits filed as activators; 0.14% of 370,000 active; note: potency is the fitted concentration of half-maximal effect; % of control where 0% means no effect; nearly all actives have a fitted effect of over 65% in size
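Readout is rescue of growth in alpha-synuclein-expressing yeast, so inhibitors of toxicity appear as activators. Growth after 24 hr at 30 deg C in galactose medium is quantified by luminescence.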
DRD3 antagonist = qHTS of D3 Dopamine Receptor Antagonist: qHTS | D(3) dopamine receptor (Homo sapiens), P35462 | D3R cells, DiscoveRx beta-arrestin luminescence, antagonist mode; stronger effect = lower value | max response, negative = inhibition, % | 2.5% of 360,000 active | AID 652054, 2013; in the data active = max response below about -50%; inconclusive = no clear call, values can overlap the other calls; note: % is set by controls: 0 for no effect and ±100 for the full control effect; mostly tested at two doses, the higher about 12 µM
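Cells expressing the human receptor were seeded at 1500 cells/well, incubated overnight at 37 degrees C in 5% CO2, then exposed to library compounds with dopamine controls for 90 minutes at 37 degrees C before luminescent detection.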
TDP43 rescue = qHTS of TDP-43 Inhibitors. Potency, µM (doses to about 46.1 µM), for inactives: at the highest dose growth rescue (activation), hits mostly activators. 1.8% of 410,000 active. TDP-43 expressing yeast growth rescue, BacTiter-Glo, 24 h; note: potency is the fitted concentration of half-maximal effect; % of control where 0% means no effect; nearly all actives have a fitted effect of over 50% in size
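In this qHTS, compounds that restore growth of yeast expressing TDP-43 appear as activators. Cells (OD600=0.02, galactose medium, raffinose-pregrown) are incubated with compound 24 hr at 30 deg C and growth is quantified by BacTiter-Glo.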
FUS yeast rescue = qHTS for Suppressors of FUS Proteinopathy: Primary screen using FUS-linked yeast assay | S. cerevisiae FUS-expressing, growth rescue, OD600, 24 h | Potency, µM (highest dose often 76.6 µM), for the others: top-dose growth rescue (activation), usual class: activators | 0.24% of 390,000 active;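 note: potency is the fitted concentration of half-maximal effect; plate controls were DMSO vehicle for no effect and reference control for full effect; nearly all actives have a fitted effect of over 55% in size; some results filed as inactive show a strong effect at the top dose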
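Cultures pregrown in 2.5% raffinose medium are shifted to minimal medium containing 2% galactose to express toxic FUS. Compounds are tested at several concentrations. After 24hr at 30C, growth is quantified at 600 nm absorbance.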
Abeta yeast res = qHTS for compounds that reverse cellular toxicity of Amyloid beta (A-beta) peptide in yeast: Primary Screen; yeast expressing A-beta42, growth rescue, OD600, 48 h; response scale: 0% DMSO, 100% iron-clioquinol control; Potency, µM (titrated, usually from 46.1 µM), for the others: top-dose growth rescue, usual class: activators; 0.063% of 410,000 active; AID 1347071, 2019; note: potency is the fitted concentration of half-maximal effect; nearly all actives have a fitted effect of over 55% in size
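Growth rescue measured by 600 nm absorbance after 48 h yeast culture at 30 C with compound. Values normalized between DMSO and an equimolar ferric chloride plus clioquinol control.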
Active calls of the source: *; ? = inconclusive; . = no result given; [ ] = another dose, or the depositor's remark. Unless noted, calls come from the whole dose curve; as a rule, active = well fitted curve in the direction sought with a large enough effect; inconclusive = small, poorly fitted or top-dose-only effect, or another doubt; inactive = no such curve, though single readings can be large; an effect the other way counts as inactive or inconclusive. The list is partial; the hit share may differ from the screen's.

no.	Compound	EPAC2 ag	DRD3 agonist	EPAC2 antagonist	aSyn yeast inh	DRD3 antagonist	TDP43 rescue	FUS yeast rescue	Abeta yeast res
1	CCOC(=O)CSc1nc(N)nc(C)c1Cl	3%	5	10%	1%	16	19%	4%	-10%
2	Cc1cc(C(=O)C(C)OC(=O)C2=NNC(=O)CC2)c(C)n1-c1ccc(OC(F)F)cc1 (stereo unspecified)	-6%	0	-1%	5%	0	5%	?	3%
3	O=[N+]([O-])c1ccc(N2CCOCC2)c(S(=O)(=O)N2CCOCC2)c1	4%	-5	-5%	-1%	-10	-7%[0.397 µM]	18%	0%
4	CN(C)c1ccc(CN(CC2CCCO2)C(=O)COc2ccc(Cl)cc2)cc1 (stereo unspecified)	.	10	.	.	.	1%	3%	13%
5	CNC(=O)COc1ccccc1C(=O)Nc1ccc2c(c1)oc1ccccc12	-1%	-3	0%	0%	-26	0%	40%	14%
6	CCCCNC(c1ccccc1)c1ccncc1 (stereo unspecified)	6%	-3	0%	0%	-19	-10%	2%	9%
7	Cc1ccc(N/C=C(\[N+](=O)[O-])S(=O)(=O)c2ccccc2)cc1	-3%	-2	3%	5%	0	-3%[9.22 µM]	10%	3%
8	O=C(NCC1CCCO1)c1cc(S(=O)(=O)N2CCOCC2)c(Cl)cc1Cl (stereo unspecified)	10%	-1	-4%	1%	-8	20%	10%	13%

Next section, overlapping the part above by 2 compounds.
no.	Compound	EPAC2 ag	DRD3 agonist	EPAC2 antagonist	aSyn yeast inh	DRD3 antagonist	TDP43 rescue	FUS yeast rescue	Abeta yeast res
7	Cc1ccc(N/C=C(\[N+](=O)[O-])S(=O)(=O)c2ccccc2)cc1	-3%	-2	3%	5%	0	-3%[9.22 µM]	10%	3%
8	O=C(NCC1CCCO1)c1cc(S(=O)(=O)N2CCOCC2)c(Cl)cc1Cl (stereo unspecified)	10%	-1	-4%	1%	-8	20%	10%	13%
9	Cc1cccc(-c2cc(C(=O)Nc3ccc4c(c3)OCCO4)c3ccccc3n2)c1	7%	2	1%	-19%	-3	9%	4%	-10%
10	C[C@@H]1CCCCO[C@H](CN(C)Cc2ccc3c(c2)OCO3)[C@@H](C)CN([C@H](C)CO)C(=O)c2cc(NC(=O)c3ccccc3)ccc2O1	4%	5	-15%	2%	19	13%	14%	9%
11	COc1ccc(/C=C/c2c(-c3ccccc3OC)sc3ccccc23)cc1OC	12%	11	14%	13%	27	16%	14%	19%
12	CCc1ccc(NC(=O)CSc2ccc(-c3ccco3)nn2)cc1	-4%	6	17%	0%	0	0%	8%	-2%
13	O=C1C2CC=CCC2C(=O)N1c1ccc(Cc2ccncc2)cc1 (stereo unspecified)	7%	14	8%	0%	-9	-16%	-1%	7%
14	O=S(=O)(NC(=NC1CCCCC1)c1ccccc1)c1ccc(F)cc1	-6%	2	-1%	0%	2	-16%	.	-2%
15	COc1ccc(CCn2c(C)c(C(C)=O)c(C(C)=O)c2C)cc1OC	13%	-4	-22%	-7%	4	-9%	4%	2%
16	CC(Oc1ccccc1)C(=O)NC1CCN(Cc2ccccc2)CC1 (stereo unspecified)	-3%	-8	13%	-11%	-59*	-9%	35%	-16%

no.	Compound	EPAC2 ag	DRD3 agonist	EPAC2 antagonist	aSyn yeast inh	DRD3 antagonist	TDP43 rescue	FUS yeast rescue	Abeta yeast res
17	CCOc1ccc(NC(=O)NC23CC4CC(CC(C4)C2)C3)cc1	5%	-6	-2%	-3%	-24	-14%[0.397 µM]	29%	9%
18	CCCn1nnc2ccccc2c1=O	8%	-6	1%	1%	-7	0%	8%	-15%
19	NCc1csc(Nc2ccc(C(=O)c3ccccc3)cc2)n1	11%	-10	5%	-6%	-9	2%	2%	-24%
20	CCSc1nnc(-c2ccc(OC)cc2)o1	-4%	-2	10%	2%	1	?	5%	4%
21	O=C(O)c1cccc(S(=O)(=O)N(Cc2ccccc2)c2ccc(Cl)cc2)c1	2%	-2	-18%	-1%	-10	2%	8%	13%
22	CC1=C(C)CC(C(=O)Nc2nc(-c3ccc(F)cc3)c(C)s2)C(C(=O)O)C1 (stereo unspecified)	2%	4	7%	4%	2	-11%	25%	16%
23	C=CCn1c(SCC(=O)NC2CCCC2)nnc1-c1cccnc1	1%	0	-6%	0%	-19	-11%	9%	-5%
24	C#CCOCCOCCOCCNc1nc(N2CCN(C(=O)Cn3cc(CCO)nn3)CC2)nc(N2CCN(C(=O)[C@H](Cc3ccc(O)cc3)n3cc(CCO)nn3)CC2)n1	6%	47*	19%	-3%	?	0%	-5%	-11%

no.	Compound	EPAC2 ag	DRD3 agonist	EPAC2 antagonist	aSyn yeast inh	DRD3 antagonist	TDP43 rescue	FUS yeast rescue	Abeta yeast res
25	CC(C)COc1ccc(CSCCNC(=S)Nc2ccccc2)cc1	?	-11	-3%	-1%	0	?	16%	25%
26	COc1ccc(S(=O)(=O)N2CCCCCC2)cc1C(=O)N1CCN(c2ccc(F)cc2)CC1	2%	-15	-8%	12%	8	14%	?	5%
27	O=C(OCCN(C1=NS(=O)(=O)c2ccccc21)c1ccccc1Cl)c1ccc(Cl)cc1	12%	-3	1%	15%	-12	-28%	34%	6%
28	C#CCOc1ccc(-c2nnc(Nc3cccc(C)c3)c3ccccc23)cc1	.	5	.	.	.	?	8%	6%
29	CCOC1=C/C(=C/c2c(N)n3nc(CC(=O)N4CCCCC4)sc3nc2=O)C=CC1=O	4%	-2	0%	-9%	-13	-3%	23%	3%
30	Cc1cccc(-c2nnc3n2N=C(c2ccccc2Br)CS3)c1	6%	-3	-4%	7%	-10	20µM*	27%	-6%
31	CCOC(=O)c1cccc(NC(=O)CCn2c(-c3ccc(F)cc3)cc(C(=O)OCC)c2C)c1	.	3	.	.	.	7%	10%	-3%
32	O=C(Nc1ccc(Cc2ccncc2)cc1)c1ccc(S(=O)(=O)N2CCOCC2)cc1	-11%	-1	2%	-6%	10	1%	11%	0%

no.	Compound	EPAC2 ag	DRD3 agonist	EPAC2 antagonist	aSyn yeast inh	DRD3 antagonist	TDP43 rescue	FUS yeast rescue	Abeta yeast res
33	C=CCSC1=C(C#N)C(c2cccc(OC)c2)CC(=O)N1 (stereo unspecified)	6%	1	16%	-17%	13	7%	-4%	9%
34	COc1ccc(CNC(=O)C2CCN(S(=O)(=O)c3ccc4c(ccn4C)c3)CC2)cc1	.	7	.	.	.	20%	22%	-4%
35	CC1=C(C(=O)Nc2ccccc2Cl)C(c2cccc(O)c2)n2ncnc2N1 (stereo unspecified)	.	5	.	0%	.	7%	-17%	-12%
36	CC1=NN2C(=N)/C(=C\c3ccc(SCc4ccccc4)o3)C(=O)N=C2S1	-3%	-4	-4%	-2%	?	5%	19%	1%
37	CC(C)NC(=O)C1CCN(C(=O)c2cnn(-c3ccccc3)c2-n2cccc2)CC1	.	3	.	.	.	23%	20%	-8%
38	Cn1c(SCC(=O)N2CCOCC2)nnc1-c1ccc(NC(=O)c2ccccc2F)cc1	-1%	0	21%	-4%	10	-21%	3%	-25%
39	COc1ccccc1NS(=O)(=O)c1cccc(C(=O)NNC(=O)c2ccc(O)c(Cl)c2)c1	-5%	1	-5%	1%	3	-12%	5%	-2%
40	CCN1CCN(Cc2ccc(NC(=O)c3ccc(C)c(NC(=O)c4ccnnc4)c3)cc2C(F)(F)F)CC1	5%	3	0%	-4%	27	14%	2%	-3%

no.	Compound	EPAC2 ag	DRD3 agonist	EPAC2 antagonist	aSyn yeast inh	DRD3 antagonist	TDP43 rescue	FUS yeast rescue	Abeta yeast res
41	COc1ccc(S(=O)(=O)NCCC(=O)OCC(=O)NC2CC2)cc1	-2%	8	2%	-9%	8	11%	.	-6%
42	COc1cccc(CNC(=O)C2Cc3ccccc3CN2C(C)=O)c1 (stereo unspecified)	6%	4	1%	-3%	11	-1%	-25%	-14%
43	CC(C)(C)c1ccc(S(=O)(=O)N2CCN(CC(O)CN3CCOCC3)CC2)cc1 (stereo unspecified)	4%	6	-10%	-2%	6	-13%	.	7%
44	COc1cc(C(=O)N2CCCc3ccccc32)c([N+](=O)[O-])cc1OC	21%	-2	1%	2%	-6	-6%	-7%	-2%
45	CC(=O)c1cccc(NC(=O)C2C3C=CC(C4CC34)C2C(=O)O)c1 (stereo unspecified)	4%	0	-1%	1%	-2	22µM*	-1%	?
46	CC1(C)CSC(=NCc2ccccc2)N1C(=O)c1cccc([N+](=O)[O-])c1	9%	-1	-14%	5%	-29	1%	.	-7%
47	CCCC[C@H]1COCCS(=O)(=O)N1Cc1ccccc1F	8%	3	-20%	-1%	?	7%	-2%	11%
48	O=C(Nc1c(C(=O)C2CC2)oc2ccccc12)c1ccc(Cl)cc1	4%	-5	18%	-2%	-5	-13%	.	-3%

no.	Compound	EPAC2 ag	DRD3 agonist	EPAC2 antagonist	aSyn yeast inh	DRD3 antagonist	TDP43 rescue	FUS yeast rescue	Abeta yeast res
49	COc1ccc(NC(=O)c2cc([N+](=O)[O-])ccc2N2CCCCC2)cc1	17%	-1	-6%	4%	-2	-7%	11%	-2%
50	CCn1cc(/C=N/NS(=O)(=O)c2ccc(C)cc2)c(C)n1	4%	-9	0%	-2%	-5	-31%	.	12%
51	COCCN(C(=O)CNC(=O)c1ccco1)C(C(=O)NC1CCCCC1)c1cccc(OC)c1 (stereo unspecified)	-7%	-2	2%	-1%	-3	-10%	23%	-4%
52	COc1ccccc1C(=O)Nc1nnc(S(=O)(=O)N2CCC(C)CC2)s1	18%	2	5%	-2%	1	0%	-10%	13%
53	Cc1ccc[n+](CC(=O)c2ccc(NC(=O)c3ccccc3)cc2)c1	-5%	-14	15%	-2%	-21	-18%	.	-15%
54	COc1ccc([N+](=O)[O-])cc1N(CC(=O)NC(C(C)C)C(C)C)S(C)(=O)=O	-2%	1	2%	4%	11	13%	-3%	8%
55	O=C(CCn1c(=S)oc2ccccc21)N1CCCCC1	2%	2	8%	2%	2	7%	-5%	0%

Bioassay records (PubChem)
